LDHA inh = blocks human lactate dehydrogenase A | 0.15% of 480,000 active | activity change, % (values are at about 110 or 230 µM) | P00338 | purified LDHA, NADH/diaphorase-resazurin fluorescence; active compounds read low; in the data active means activity change below about -30%;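 further: plate controls were DMSO wells for no effect and wells without enzyme for full effect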
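Human LDH5 at 2 nM final in Tris HCl pH 7.4 with 0.06 mM NADH and 0.2 mM pyruvate, reacted 5 minutes at room temperature. Remaining NADH coupled via diaphorase/resazurin; resorufin fluorescence read at 0 and 20 minutes, normalized to enzyme-free and DMSO wells.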
* marks the source's active call; other numbers are inactive results.

SMILES	LDHA inh
O=C(NCC(O)COc1cccc(C(F)(F)F)c1)C1CCC1 (stereo not drawn)	-9
CC(C)OCc1ccccc1CNS(=O)(=O)c1ccc(Cl)cc1C(F)(F)F	7
CCCCc1noc(C(C)N2CCC(c3ccnn3CCO)CC2)n1 (stereo not drawn)	1
CCn1c(C)cc(/C=C(\C#N)c2ccc(Br)cc2)c1C	8
Cc1cccc(-c2nc(CS(=O)CC(=O)NCc3ccc(F)cc3)c(C)o2)c1 (stereo not drawn)	7
CC(=O)N1CCN(C(=O)c2cc(C3CC3)nc3ccccc23)CC1	-2
CCN1CCN(c2nc(Nc3ccccc3)c3nccnc3n2)CC1	10
CCCNC(=O)CSc1ncc(-c2ccc(Br)cc2)o1	-6
CN(C(=O)c1ccc(C2SCCS2)cc1)C1CCCc2ccccc21 (stereo not drawn)	10
CCN(C(=O)COc1ncnc2ccccc12)c1cccc2ccccc12	2
CC(CCCCCCCCCCCCCO)(C(=O)O)C(=O)O	-6
O=C(O)CCCC(=O)N1CCN(c2ccc(F)cc2)CC1	1
O=C(NCC(=O)N(Cc1ccco1)C1(C(=O)NC2CCCCC2)CCCCC1)c1ccccc1	-5
CCOc1ccccc1CNC(=O)c1cccc(NC(=O)c2nnc(C)s2)c1	1
C=CCc1c(C)[nH]c2c(C)cccc2c1=S	-6
CCC1CCc2c(sc(N)c2C#N)C1 (stereo not drawn)	13
CCc1ccccc1NC(=O)c1ccc2c(Cl)c3c(nc2c1)CCCC3	2
Cc1ccc(C)c(S(=O)(=O)N2CCN(C(=O)c3cc4ccc(F)cc4nc3C)CC2)c1	-2
Cc1oc(-c2ccccc2)nc1CN1C(=O)CSc2ccc(S(=O)(=O)N3CCCCCC3)cc21	8
Cc1ccc(-c2[nH]c(-c3ccccc3)nc2SCC(=O)Nc2nccs2)cc1	1
O=C(NC1CCCC(C(F)(F)F)C1)c1ccccn1 (stereo not drawn)	3
O=C(CSc1ncnc2ccccc12)c1ccc2c(c1)OCCCO2	5
COc1cccc(CN(C)Cc2cc(C)no2)c1OC	11
Cn1nc(CC(=O)N2CCOCC2)c2ccccc2c1=O	-2
COC(=O)c1cc(NC(=O)C2CCC2)cc(C(=O)OC)c1	18
CC(C)c1ccccc1NC(=O)C=C1CCCCC1	0
CCc1noc(CN2CCC(c3nc4ccccc4s3)CC2)n1	-5
O=C(NCc1ccccc1Cl)[C@H]1CCCN1C(=O)[C@H]1CCCN1C(=O)c1ccccc1	-2
Cn1c(=O)c2c(ncn2Cc2nc(-c3cccc(Cl)c3)no2)n(C)c1=O	1
CCOc1ccc(C(=O)Nc2ccc(O)c(-c3nc4ccccc4o3)c2)cc1Br	-2
CC(Oc1cccc(F)c1)C(=O)NCCc1cccs1 (stereo not drawn)	0
O=Cc1ccc(Oc2ccc([N+](=O)[O-])cc2C(F)(F)F)cc1	-11
COc1ccc(NC(=O)C(C)Oc2ccc(C)c(C)c2)c2cccnc12 (stereo not drawn)	6
CC(NCC(c1cccs1)c1c[nH]c2ccccc12)C(=O)NCc1ccccc1 (stereo not drawn)	0
Cc1ccc(C(=O)NCCN2CCC(n3c(=O)[nH]c4ccccc43)CC2)cc1C	0
S=C(NCCC1=CCCCC1)Nc1ccc(Br)cc1	-5
COc1ccc(S(=O)(=O)N2CCCCC2)cc1NC(=O)c1nn(CC(C)C)c(=O)c2ccccc12	3
O=C(CCc1ncc(-c2ccccc2)o1)NCCSCc1ccccc1	-2
CSc1ccc(CNC(=O)c2cccc(-c3ccc(S(=O)(=O)N4CCCCC4)cc3)c2)cc1	0
CC(=O)N(C)c1ccc(NC(=O)CC2C=CCC2)cc1 (stereo not drawn)	4
CCC(c1nc2ccccc2[nH]1)n1c(-c2cnccn2)nc2ccccc21 (stereo not drawn)	3
CCCNC(=O)CN(C)C(=O)c1cc2ccccc2n1C	-6
Cc1cc(C)n(-c2nc3c(c(=O)n(CC(N)=O)c(=O)n3C)n2Cc2ccc(F)cc2)n1	0
COc1ccccc1C1C2=C(CC(C)(C)CC2=O)Nc2n[nH]c(-c3ccccc3)c21 (stereo not drawn)	-3
CCOC(=O)c1c(C)[nH]c(C(=O)Cn2cnc3ccccc3c2=O)c1C	5
CCOC(=O)C1=C(COC(=O)c2oc3c(F)cccc3c2C)NC(=O)NC1C (stereo not drawn)	5
CCn1c(=O)n(CC(=O)NCC(=O)Nc2c(C)cccc2C)c2ccccc21	5
CC(C)C(CNC(=O)Cc1n[nH]c(=O)c2ccccc12)N1CCOCC1 (stereo not drawn)	6
C=CCOC(=O)C(NC(=O)c1ccccc1)=C(C)C	-5
CCOC(=O)c1ccc(Nc2nc3ccccc3nc2NS(=O)(=O)c2cc(C)ccc2C)cc1	15
CCNC(=O)COc1ccc(-c2noc(-c3ccccc3)n2)cc1OC	0
COc1ccc(C(=O)/C=C/c2ccccc2F)c(OC(=O)c2ccc(C)cc2)c1	-23
Cc1cc(C)n(-c2nc3c(c(=O)n(Cc4cccc5ccccc45)c(=O)n3C)n2C)n1	-1
O=C(CCc1ncc(-c2c(F)cccc2F)o1)Nc1ccccc1O	-9
CC1=C(NC(=O)c2ccc(Cl)cc2)C(c2c[nH]c3ccccc23)n2ncnc2N1 (stereo not drawn)	6
CCCCOCCCNC(=O)C[C@@H]1C[C@@]2(C(=O)OCC)CCCC=C2N(Cc2ccc(Cl)cc2Cl)C1=O	1
CN(C)CCN(CC1CCCCC1)C(=O)Nc1ccc(Cl)cc1	1
CCCOc1ccc(NC(=O)C(=O)c2c(C)[nH]c3ccccc23)cc1	4
CNc1c(NC(=O)c2c(F)cccc2F)c(=O)oc2ccccc12	-1
CCN(Cc1nc2cc(Cl)ccc2c(=O)[nH]1)C(=O)CNC(=O)c1ccc(C(F)(F)F)cc1	-5

Of the compounds above, 4 have bromine.
SMILES	LDHA inh
CCn1c(C)cc(/C=C(\C#N)c2ccc(Br)cc2)c1C	8
CCCNC(=O)CSc1ncc(-c2ccc(Br)cc2)o1	-6
CCOc1ccc(C(=O)Nc2ccc(O)c(-c3nc4ccccc4o3)c2)cc1Br	-2
S=C(NCCC1=CCCCC1)Nc1ccc(Br)cc1	-5

Next structures.
SMILES	LDHA inh
COc1ccc(CC(=O)OCC(=O)Nc2ccccc2OC(F)F)cc1OC	4
CCCCNC(=O)C[C@@H]1C[C@@]2(C(=O)OC)CCCCC=C2N(CCC2=CCCCC2)C1=O	2
CCCCCn1c(CN2CCCC(C)C2)nc2c1c(=O)n(C)c(=O)n2C (stereo not drawn)	0
COc1ccc(/C=C/c2cc(C(=O)O)c3ccccc3n2)cc1OC	-1
CC1CCCCN1C(C)CNC(=S)NCc1ccc(F)cc1 (stereo not drawn)	11
Cc1cc(-c2nc3cc(NC(=O)C(C)C)ccc3o2)ccc1Br	7
O=C(CCc1ncc(-c2ccc(F)cc2F)o1)Nc1ccccc1O	6
O=C(O)CCC(=O)N1N=C(c2ccc(Cl)cc2)CC1c1ccc2nccnc2c1 (stereo not drawn)	-12
CC(=O)Nc1cc(NC(=O)C2(C)CC2(Cl)Cl)ccc1C (stereo not drawn)	1
Cc1ccc(S(=O)(=O)n2cnc3cc(C)c(C)cc32)cc1C	1
Cc1ccc(C(=O)COC(=O)c2ccc(N3CCCC3=O)cc2)cc1C	6
COc1ccccc1NC(=O)C1=C(C)Nc2nc(SC)nn2C1c1cccc(C)c1 (stereo not drawn)	-4
O=C1CCCC2=C1C(c1cccnc1)CC(=O)N2c1ccccc1C(F)(F)F (stereo not drawn)	0
Cn1nc(-c2ccc(N3CCCCC3)c([N+](=O)[O-])c2)c2ccccc2c1=O	3
CCC1CCCCN1C(=O)CS(=O)(=O)Cc1coc(-c2cccc(F)c2)n1 (stereo not drawn)	3

A second format for some results above:
Structure | LDHA inh
O=C(CCc1ncc(-c2ccc(F)cc2F)o1)Nc1ccccc1O | 6
O=C(O)CCC(=O)N1N=C(c2ccc(Cl)cc2)CC1c1ccc2nccnc2c1 (stereo not drawn) | -12
CC(=O)Nc1cc(NC(=O)C2(C)CC2(Cl)Cl)ccc1C (stereo not drawn) | 1
Cc1ccc(S(=O)(=O)n2cnc3cc(C)c(C)cc32)cc1C | 1

Continuation.
SMILES	LDHA inh
Fc1ccc(OCc2cc(-c3cccs3)on2)c(Br)c1	0
CCc1c(C)sc(NC(=O)c2ccc(Cl)cc2)c1C#N	-1
Cc1ccc(C)c(-c2csc(NC(=O)c3cc(C)no3)n2)c1	2
CCOC(=O)c1cc(NC(C)=O)cc(C(=O)OCC)c1	1
O=C(O)C(c1c[nH]c2ccc(Cl)cc12)N1CCN(C/C=C/c2ccccc2)CC1 (stereo not drawn)	-4
Fc1ccc(Br)cc1CNc1ccccc1	-18
CN(Cc1ccc(Cl)cc1Cl)S(=O)(=O)c1cccc2nsnc12	9
CN(C)c1cc(CNC(=O)c2nccnc2N)ccn1	-7
Cn1nc(CC(=O)N(Cc2ccc(F)cc2)C2CC2)c2ccccc2c1=O	-1
Cc1c(CC(=O)NCCc2ccccc2F)c(=O)oc2cc(O)ccc12	9
COc1ccc(Cl)cc1N1CC(O)=C(c2nc3ccc(C)cc3[nH]2)C1=N	-7
COc1ccc(C2Nc3ccc(C)cc3[C@H]3OCCC[C@@H]23)cc1Br (stereo partly drawn)	4
CC(C)NC(=O)C1CCC(Cn2cnnn2)CC1 (stereo not drawn)	-3
Cc1ccn2c(NC3CCCCC3)c(-c3ccc(SC4CCCCC4)cc3)nc2c1	1
Cc1cc(C)cc(Oc2ccc(C#N)c(C#N)c2)c1	-19

3 structures out of the list, ordered by length of the SMILES, high to low.
SMILES	LDHA inh
Cn1nc(CC(=O)N(Cc2ccc(F)cc2)C2CC2)c2ccccc2c1=O	-1
CCOC(=O)c1cc(NC(C)=O)cc(C(=O)OCC)c1	1
CN(C)c1cc(CNC(=O)c2nccnc2N)ccn1	-7

Continuation.
SMILES	LDHA inh
Cc1ccc2oc(=O)cc(CN3CCN(CCO)CC3)c2c1	0
COc1cc2c(cc1OC)C(C)N(CC(=O)Nc1ccc(C)c(C)c1)CC2 (stereo not drawn)	-1
CCCNc1nc2ccccc2nc1C(=O)Nc1ccc(OC)cc1	-5
O=C1CCCc2c1cc(C(=O)NC1CCCC1)c(=O)n2-c1ccc(C(F)(F)F)cc1	22
COc1ccc(CCC(=O)OCC(=O)c2cccc(Br)c2)cc1OC	15
O=C(Cc1ccc2ccccc2c1)NO	1
O=C(CSc1ccc(Cl)cc1)NNC(=O)C1CCCc2ccccc21 (stereo not drawn)	0
N#CCC(=O)c1ccsc1	0
CCOC(=O)C1=C(Nc2ccccc2)O/C(=C\c2ccccc2C(F)(F)F)C1=O	7
OCC#CC[N+]1(CC#Cc2ccc(C#CC[N+]3(CC#CCO)CCCCC3)cc2)CCCCC1	4
O=C(COc1ccc(F)cc1F)Nc1cccc2cccnc12	-9
O=C(O)CCc1ccccn1	-20
COc1cc(C2CC(=O)Nc3nc(C)[nH]c(=O)c32)ccc1OCc1ccccc1C (stereo not drawn)	-2
COc1cccc(C2CC(=O)Nc3c2c(=O)nc(SC)n3C)c1OC (stereo not drawn)	5
Cc1cnc(NC(=O)c2nc(C)n(-c3ccc(F)cc3)n2)s1	5
O=C(CCC1CCCC1)Nc1nc2ccc(F)cc2s1	-1
CN(C)c1ccc(C=O)s1	5
CC(C)(C)c1ccc(OCCn2cc(C(=O)C3CCCCC3)c3ccccc32)cc1	-2
O=C(c1ccco1)N1CCC(C(=O)N2CCN(C(=O)C3CC3)CC2)CC1	-2
COc1ccccc1NC(=O)C(C)n1cnc2c1c(=O)n(C)c(=O)n2C (stereo not drawn)	4
CC(=O)c1cccc(OCc2ccc(C(N)=O)cc2)c1	3
Cn1nc(C(=O)N(Cc2ccc3c(c2)OCO3)C2CCCC2)c2ccccc2c1=O	-5
COc1ccc(-c2nc(-c3ccc(F)cc3)cs2)cc1	21
CCc1ccc(C2CC(=O)NC3=C2C(=O)CCC3)cc1 (stereo not drawn)	5
Cc1ccc(S(=O)(=O)N2[C@@H](Cc3ccccc3)CO[C@H]2CC(=O)c2cccs2)cc1	-1
CC(C)(C)OC(=O)Nc1ccc(C(=O)NCC(c2ccco2)N2CCCCC2)cc1 (stereo not drawn)	-1
Cc1nc(SCc2ccccc2)[nH]c(=O)c1CCC(=O)N1CCCCC1	7
O=C1CSc2ccc(C(=O)NN(c3ccccc3)c3ccccc3)cc2N1	1
CCCCCSc1ccc(/C=C/C(=O)O)cc1	0
Cc1ccc(-c2ccc(C=O)o2)cc1C	4

Copied from the list.
Under LDHA inh, CN(C)c1ccc(C=O)s1 is listed with 5
Under LDHA inh, CC(C)(C)OC(=O)Nc1ccc(C(=O)NCC(c2ccco2)N2CCCCC2)cc1 (stereo not drawn) is listed with -1
Under LDHA inh, O=C(CCC1CCCC1)Nc1nc2ccc(F)cc2s1 is listed with -1

Further compounds:
SMILES	LDHA inh
CC(C)OCc1ccc(CNC(=O)CNC(=O)C2CCCC2)cc1	-1
CN1CCN(C(C(=O)O)c2cn(CC(=O)O)c3cc(Cl)ccc23)CC1 (stereo not drawn)	-1
Cc1cc(C)c2oc(=O)cc(CN3CCN(CCO)CC3)c2c1	1
Cc1cc2oc(=O)cc(CN(C)Cc3cccs3)c2cc1Cl	1
N#Cc1ccc(OCC(=O)NOCc2ccccc2)cc1	3
Cc1ccc(C2CCCN2Cc2nc(-c3cccs3)no2)cc1 (stereo not drawn)	4
Cc1ccc(NC(=O)c2ccc3c(c2)NC(=O)CS3)cc1C	1
O=C(CCOc1ccccc1Cl)N1CCC(c2nnc3n2CCC3)CC1	2
CC1CCN(S(=O)(=O)c2ccc3c(ccn3CCC(=O)NCCCN3CCOCC3)c2)CC1	1
CCc1ccc2oc(C(=O)N(Cc3cccs3)C3CCS(=O)(=O)C3)cc(=O)c2c1 (stereo not drawn)	1
CC(C)(C)C(=O)COc1cccc(S(C)(=O)=O)c1	9

High-throughput results (PubChem)

Not all compounds are listed. The share of hits here may be higher or lower than overall.
